High-throughput results as filed in PubChem BioAssay.
Epigenetic reg: derepresses silenced GFP reporter in murine cells; Potency, µM (titrated, usually from 53.9 µM), for inactives: at the highest dose GFP activation, most hits filed as activators; murine LDR cells, GFP reporter derepression, 30 h; 0.2% of 280,000 active; further: potency means the concentration at half of the fitted maximal effect; % of control where 0% means no effect; nearly all actives have a fitted effect of over 60% in size
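Reporter derepression read as number of fluorescent GFP-positive objects, 20-120 um in size, counted by laser-scanning cytometer. Mouse LDR line with an epigenetically silenced CMV-GFP locus; compound incubation 30 h, 37 C.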
IMPase Li inh: cell-permeable IMPase inhibitors with lithium potentiation | 0.35% of 210,000 active | AID 1457 | Potency, µM (highest dose often 59.4 µM), for inactives: at the highest dose activity, negative = IMPase inhibition, usual class: inhibitors | CHO-M1 cells, IP1 TR-FRET (IP-One), carbachol + lithium;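 further: IP1 builds up when IMPase is blocked and the TR-FRET signal falls; potency means the concentration at half of the fitted maximal effect; plate controls were basal vehicle for no effect and high inhibitor control for full effect; nearly all actives have a fitted effect of over 50% in size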
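CHO-M1, 2000 cells/well, 16–30 h culture; cpd + low Li+, 30 min 37C; lysis with d2-IP1/Eu-anti-IP1 Ab, 10 min RT; TR-FRET 665/620 ratio and 620 channel; AC50 via Hill.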
NPSR antagonist: antagonists of human neuropeptide S receptor cAMP signaling; Q6W5P4; Potency, µM (titrated, usually from 38.3 µM), for the others: top-dose activity change, negative = inhibition, actives largely listed as inhibitors; AID 1461; CHO-NPSR cells, cAMP TR-FRET, antagonist mode; 1% of 220,000 active; further: potency means the concentration at half of the fitted maximal effect; on the % scale 0 is the no-effect control and ±100 the full control effect; nearly all actives have a fitted effect of over 50% in size; many of its hits are not listed in these tables
Target sequence (Q6W5P4 whole entry, looked up): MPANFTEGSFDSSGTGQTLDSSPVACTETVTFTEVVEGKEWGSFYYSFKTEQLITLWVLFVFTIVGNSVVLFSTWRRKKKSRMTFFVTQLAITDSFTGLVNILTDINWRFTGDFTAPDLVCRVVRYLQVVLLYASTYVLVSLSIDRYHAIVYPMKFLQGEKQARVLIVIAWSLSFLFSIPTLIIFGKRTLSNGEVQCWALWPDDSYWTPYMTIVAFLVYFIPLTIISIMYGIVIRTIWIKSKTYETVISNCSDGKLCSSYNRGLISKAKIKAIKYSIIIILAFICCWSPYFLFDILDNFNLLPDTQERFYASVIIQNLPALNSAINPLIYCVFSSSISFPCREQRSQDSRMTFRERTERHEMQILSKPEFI
KinaseGlo FLuc: blocks Kinase-Glo luciferase, a counter-screen artifact. Q27757. Kinase-Glo luciferase, ATP luminescence, 8 min. Potency, µM (titrated, usually from 38.3 µM), without a hit: top-dose activity change, negative = inhibition, hits mostly inhibitors. 0.28% of 200,000 active. AID 1379; further: potency means the concentration at half of the fitted maximal effect; on the % scale 0 is the no-effect control and ±100 the full control effect; nearly all actives have a fitted effect of over 60% in size
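Luminescence was the read-out, taken after 8-minute incubation at ambient temperature. Luciferase turned over luciferin with 10 uM ATP in imidazole pH 7.2 buffer containing KCl, MgCl2, Tween 20 and BSA.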
CBFb-RUNX1 inh: inhibitors of human CBF-beta and RUNX1 interaction. Potency, µM (titrated, usually from 59.8 µM), without a hit: at the top dose activity, negative = inhibition, most hits filed as inhibitors. 230,000 tested, under 10 active. AlphaScreen CBFb-His/RUNX1-biotin binding, biochemical. AID 1477. Q01196+Q13951; further: % of control where 0% means no effect
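Bead-based AlphaScreen assay; binding partners His-tagged CBF-beta and biotinylated RUNX1 at 30 nM each. Compound exposure 15 min after a 20-min protein preincubation; bead step 90 min; all steps at room temperature.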
Lamin A splicing: LMNA splicing modulation; 0.01% of 200,000 active; Potency, µM (doses to about 46.1 µM), for inactives: at the highest dose ratio change, negative = inhibition, usual class: inhibitors; HeLa LMNA splicing GFP/RFP minigene ratio, 48 h; active means well fitted inhibition curve with a large enough effect in the signal ratio, with a control signal flat, not every such curve was filed as active; inconclusive means small, poorly fitted or top-dose-only effect, or effect the other way, or a change in a side signal; the % refers to the signal ratio; further: potency means the concentration at half of the fitted maximal effect; on the % scale 0 is the no-effect control and ±100 the full control effect
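Read-out is the ratio of GFP to DsRed2 object intensity, acquired by 488 nm laser-scanning cytometry on HeLa lamin A-EGFP minigene reporter cells. Compound incubation 48 hrs at 37 °C in Opti-MEM with 2% FBS; DMSO 0.5% final.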
GLA spleen mod: inhibits or activates alpha-galactosidase in human spleen homogenate; human spleen homogenate, 4MU-alpha-Gal fluorescence, 40 min; P06280; 0.008% of 240,000 active; Potency, µM (titrated, usually from 80 µM), without a hit: at the top dose activity change, negative = inhibition, usual class: inhibitors;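 further: potency means the concentration at half of the fitted maximal effect; 0% = enzyme with vehicle and -100% = no enzyme basal signal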
Target sequence (P06280 32-429 limits assumed): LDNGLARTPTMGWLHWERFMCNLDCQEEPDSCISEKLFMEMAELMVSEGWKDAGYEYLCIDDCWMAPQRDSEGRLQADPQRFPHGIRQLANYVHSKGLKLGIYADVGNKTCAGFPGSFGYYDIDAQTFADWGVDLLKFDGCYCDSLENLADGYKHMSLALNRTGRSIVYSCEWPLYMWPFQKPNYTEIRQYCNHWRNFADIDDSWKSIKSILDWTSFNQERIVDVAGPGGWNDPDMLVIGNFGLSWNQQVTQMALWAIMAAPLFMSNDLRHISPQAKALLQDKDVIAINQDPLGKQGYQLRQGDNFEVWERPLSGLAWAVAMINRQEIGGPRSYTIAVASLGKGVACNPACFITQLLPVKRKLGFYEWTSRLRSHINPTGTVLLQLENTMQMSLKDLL
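qHTS titration in buffer at pH 5.0. Alpha-galactosidase activity in spleen homogenate was measured via 4-methylumbelliferone release from 1 mM fluorogenic substrate after 40 min at 37C and a pH 10 stop. AC50 came from Hill fits of control-normalized data.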
* = called active by the depositor; ? = inconclusive; nt = not tested or not shown; & = joins results of further samples; [ ] = dose if it differs, or a comment. Unless noted, the call rests on the fitted dose curve; in most records, active means well fitted curve in the direction sought with a large enough effect; inconclusive means small, poorly fitted or top-dose-only effect, or another doubt; inactive means no such curve, though single readings can be large; an effect the other way counts as inactive or inconclusive. A portion of the library. The share of hits here may be higher or lower than overall.

| structure | Epigenetic reg | IMPase Li inh | NPSR antagonist | KinaseGlo FLuc | CBFb-RUNX1 inh | Lamin A splicing | GLA spleen mod |
| --- | --- | --- | --- | --- | --- | --- | --- |
| Cc1occc1-c1nnc(SCC(=O)N2CCN(c3ccccc3F)CC2)n1C | 0.2% | -7% | 7% | 5% | 7% | ? | 4% |
| CCOC(=O)c1c(C)n(C)c2cc(-c3ccc(C)cc3)c(O)cc12 | 1.0% | -2% | 8% | 0% | -7% | 0% | -8% |
| O=[N+]([O-])c1ccc(N/N=C/c2ccc(OCc3cccc4ccccc34)cc2)nc1 | ? | 3% | 19% | 0% | -7% | nt | 2% |
| O=C(OCC(=O)N1N=C(c2ccc(Cl)cc2)CC1c1ccco1)c1ccccc1O (configuration not stated) | 3.1% | 26%[38.3 µM] | ? | -4% | -8% | -16% | 1% |
| Cc1cc(C)n2nc(SCc3ncc(-c4ccccc4)o3)nc2n1 | -1.0% | 26%[38.3 µM] | 1%[46.1 µM] | 19% | 1% | -8% | -5% |
| Cc1ccccc1C(=O)NNC(=O)Nc1ccccc1 | -0.7% | -8% | 11% | 3% | 7% | 6%[46 µM] | 1% |
| CC/C(=N\O)C(C)(C)/[N+]([O-])=C/c1ccc(Br)cc1 | 0.2% | 5%[38.3 µM] | -4%[46.1 µM] | 1% | -1% | 4% | 0% |
| Cn1ncc2c(Nc3ccc(O)cc3)nc(Cl)nc21 | 2.9% | nt | 3% | nt | -1% | nt | -5% |
| CN1C[C@H](C(=O)N[C@@]2(C)O[C@@]3(O)C4CCCN4C(=O)C(Cc4ccccc4)N3C2=O)C[C@H]2c3cccc4[nH]cc(c34)C[C@H]21 (some centres not stated) | 1.3% | -1% | nt | -3% | 3% | nt | 1% |
| COC(=O)C/C=C\[C@@H](C)[C@@H](/C=N\O[C@@H](C)CN1CCCCc2nc(C)c(C)cc21)NS(=O)(=O)c1ccc(C)cc1 | 0.0%[10.1 µM] | nt | nt | nt | -7%[13.1 µM] | nt | 1%[17.5 µM] |
| Cc1nc(Nc2ccccc2)[nH]c(=O)c1CCC(C)C | -1.1% | 22%[38.3 µM] | ? | 0% | 2% | 0% | -5% |
| Fc1ccc(CSc2nnc(-c3cccs3)o2)cc1 | 9.8% | -3%[38.3 µM] | ? | 4% | 2% | 28% | 1% |
| CCc1ccc(-n2c(C)cc(/C=N/NC(=O)c3ccncc3)c2C)cc1 | 3.3% | 10% | -21% | -1% | 17% | nt | 0% |
| Cc1cccc(OCCn2c(=O)sc3ccccc32)c1 | -1.0% | 12% | -7% | -1% | ? | -4% | -14% |
| COc1ccc(CNC(=O)C(=O)NCC2OCCN2S(=O)(=O)c2cccs2)cc1 (configuration not stated) | 0.3% | 1% | 7% | -6% | 3%[2.36 µM] | 5% | -4% |
| Cc1ccsc1/C=N/NC(=O)CNC(=O)c1ccc(S(=O)(=O)N(C)C)cc1 | -0.4% | -4% | -5% | 0% | 3% | nt | -3% |
| Fc1ccc(NC(=S)Nc2ccc(F)c(Cl)c2)cc1Cl | 2.8% | 43%[activator][38.3 µM] | ? | -3% | -1% | -28% | 1% |
| Cc1cc(C(=O)OCC(=O)N2CC(=O)Nc3ccccc32)c(C)n1-c1ccccc1 | 2.3% | 11% | 1%[46.1 µM] | 4% | -1% | ? | 2% |
| COc1ccc(NC(=S)NNC(=O)CNc2ccc(Cl)cc2)cc1 | 3.1% | 4% | -15% | -1% | -28% | nt | -3% |
| CCCOC(=O)c1ccc(Oc2c(-c3ccc(OC)cc3O)n[nH]c2C)cc1 | 3.7% | 13%[38.3 µM] | -23%[46.1 µM] | -1% | -4% | ? | 4% |
| COc1ccc(N(CC(=O)NC2CCCCCCC2)S(=O)(=O)c2c(C)nn(C)c2C)cc1 | 1.7% | 14%[38.3 µM] | -4%[46.1 µM] | -1% | 7% | 5% | -4% |
| COc1cc(C2NC(=O)C(C#N)=C(Nc3cccc(C)c3)S2)ccc1O (configuration not stated) | 5.3%&1.1% | nt | -17%&-12% | nt | 5%&2% | ? | -23%&2% |
| CC(=O)Nc1ccc2sc(C)nc2c1 | -1.8% | nt | -26% | nt | 3% | nt | 4% |
| CCO[C@H]1OC(C(=O)NC2CC2)=C[C@@H](c2ccccc2)[C@@H]1CCCO | 0.0% | nt | 22% | nt | 1% | nt | 7% |
| COc1ccccc1N=Nc1c(C)noc1C | 0.0% | nt | -22% | nt | -2% | nt | 7% |
| N#Cc1cccc(-c2nc(NCCN3CCOCC3)c3ccccc3n2)c1 | nt | 17% | nt | nt | nt | ? | 0% |
| CCCC1=NN2C(=N)/C(=C\c3ccc(SCc4ccco4)o3)C(=O)N=C2S1 | 0.8% | 14%[38.3 µM] | -8%[46.1 µM] | 2% | nt | 10% | -4% |
| COc1cc2c(cc1OC)C(c1cccs1)N(C(=O)C(C)C)CC2 (configuration not stated) | -1.9% | 9%[38.3 µM] | -18%[46.1 µM] | -1% | 4% | -1% | -2% |
| Cn1nc(N)nc1N1CCN(c2ccc(F)cc2)CC1 | 1.2% | 1% | 4% | 0% | 9% | -2%[46 µM] | 1% |
| CC1CC(C)CN(C(=O)COC(=O)c2cc3ccccc3cc2O)C1 (configuration not stated) | 2.4% | 4%[38.3 µM] | ? | 1% | 11% | ? | -2% |
| O=C(Nc1ccccc1)c1cnc2n(c1=O)CCS2 | -1.0% | -2% | 5% | -3% | 8% | -14% | 1% |
| FC(F)(F)c1cnc(COc2ccc(Cl)cc2Cl)c(Cl)c1 | -1.2% | nt | 1% | nt | 25% | nt | 3% |
| Cc1cc(N/N=C/c2ccc(O)cc2)nc(NS(=O)(=O)c2ccccc2)n1 | -3.2% | -3% | 8% | 4% | -28% | ? | 3% |
| Cc1c(CCO)c(=O)n(-c2ccccc2)n1S(=O)(=O)c1ccc([N+](=O)[O-])cc1 | -1.4% | 0% | 6% | 6% | -4% | nt | -1% |
| COc1cccc(/C=N/NC(=O)CCCC(=O)NC2CCCCC2)c1 | 0.0% | 12% | 23% | 1% | -6% | -7% | -16% |
| COc1ccccc1NC(=S)N(c1ccccc1)C(C)C | -4.8% | 6% | -10% | -1% | 11% | nt | 3% |
| O=C(Nc1ccccc1-c1nc2ccccc2[nH]1)c1ccc(S(=O)(=O)N2CCCCC2)cc1 | -2.3% | -16%[38.3 µM] | ? | 2% | 2% | -6% | -6% |
| O=C(N/N=C/c1cc([N+](=O)[O-])ccc1O)c1ccc2c(c1)OCCO2 | 0.0% | 1% | -11% | -1% | ? | ? | 6% |
| CCOC(=O)c1csc(NC(=O)c2cc3ccccc3o2)n1 | 2.3% | nt | -5% | nt | 9% | nt | 0% |
| CSc1cccc(NC(=O)CCCOc2ccc(Cl)cc2C)c1 | -1.0% | 9% | 4% | 2% | 25% | -15% | 1% |
| O=C(NCC(c1cccnc1)N1CCN(c2ccc(F)cc2)CC1)c1ccccc1 (configuration not stated) | -1.9% | -2%[38.3 µM] | -20%[46.1 µM] | -2% | -1% | -4% | 2% |
| CCCc1nc2sc3ccccc3c(=O)c2c(=O)n1Cc1ccc(OC)cc1 | -1.0% | nt | ? | nt | -1% | nt | 5% |
| CCOc1ccccc1OCCOCCN1CCN(Cc2ccccc2)CC1 | -0.7% | 12% | 7% | 0% | -10% | -4%[46 µM] | 3% |
| CSc1ccc(S(=O)(=O)NCc2ccccc2C)cc1 | 6.5% | 13% | -7% | 2% | 11% | nt | -4% |
| O=C(O)c1cccc(S(=O)(=O)N2CCCC2)c1 | 0.1% | 9%[38.3 µM] | 9%[46.1 µM] | -2% | 4% | 0% | -13% |
| CC(=O)c1ccc(C#CC(C)(C)O)s1 | -3.4% | 0% | -2%[46.1 µM] | -1% | 18% | -19% | 3% |
| O=C(N/N=C/C=C/c1ccco1)c1cccnc1 | 0.1% | 22%[38.3 µM] | -8%[46.1 µM] | -3% | -5% | 1% | 3% |
| CCCOc1ccc(C(=O)Nc2ccc(Cl)cn2)cc1 | -0.3% | 16%[38.3 µM] | ? | -13% | 8% | ? | 8% |
| Cc1ccc(OCC(=O)NCc2ccccn2)c(Br)c1 | -1.0% | 9%[38.3 µM] | 4%[46.1 µM] | 1% | -2% | 15% | 20% |
| CCC1=C2CC[C@H]3C(=O)N(c4ccccc4)C(=O)[C@H]3[C@H]2[C@@]2(C)C(=NCC(=O)OC)OC(=O)N2C1=O | 0.7%&2.2% | -13% | 18% | 1% | 7%&14% | nt | -5%&2% |

Carrying on.
| structure | Epigenetic reg | IMPase Li inh | NPSR antagonist | KinaseGlo FLuc | CBFb-RUNX1 inh | Lamin A splicing | GLA spleen mod |
| --- | --- | --- | --- | --- | --- | --- | --- |
| COc1ccc(N=NC2=C(O)CC(C)(C)CC2=O)c(OC)c1 | -2.0% | 0% | -7%[46.1 µM] | 1% | -18% | -4% | -6% |
| Cn1c(SCC(=O)c2ccccc2)nnc1-c1ccccn1 | -4.1% | nt | 7% | nt | 16% | nt | 6% |
| c1ccc(-c2ccc(OCCCn3cncn3)cc2)cc1 | 0.0% | 10%[38.3 µM] | -5%[46.1 µM] | 1% | 4% | ? | 6% |
| COc1ccccc1OCC(=O)NCc1cccs1 | 0.0% | -5%[38.3 µM] | -3%[46.1 µM] | -4% | 0% | 1% | 2% |
| O=C(c1ccccc1)c1cnc(Nc2ccc(Cl)c(Cl)c2)s1 | 1.3% | -16%[38.3 µM] | -5%[46.1 µM] | -1% | 2% | -5% | -14% |
| Cc1ccc(C)c(S(=O)(=O)NCc2ccc(C(=O)N3CCCCC3C)cc2)c1 (configuration not stated) | -0.8% | 20%[38.3 µM] | -13%[46.1 µM] | -5% | 1% | -10% | -5% |
| O=[N+]([O-])c1ccc(Oc2ccc(C(F)(F)F)cn2)cc1 | -4.3% | 11% | -14% | 1% | 5% | 15%[46 µM] | 9% |
| CCOc1ccccc1OCCOc1ccc(F)cc1 | 0.9% | -4%[38.3 µM] | 25%[46.1 µM] | -2% | ? | 4% | 10% |
| CN(/N=C/c1ccc(Cl)cc1Cl)c1ncc(Cl)cc1C(F)(F)F | 1.6% | nt | -3% | nt | 9% | nt | -4% |
| O=C(Nc1cccnc1)c1ccc(-c2ccc(Cl)cc2)o1 | -4.6% | -6% | 5% | -4% | 4% | nt | 3% |
| CC1=C(C(=O)OCc2ccccc2)C(c2cccc([N+](=O)[O-])c2)NC(=O)N1CCCCCC(=O)O (configuration not stated) | -1.7%&2.6% | 3%&-7% | -29% | 14%&-1% | -3%[2.36 µM] | 0% | 0%&-2% |
